ALDH1A1 block = inhibitors of human aldehyde dehydrogenase 1A1. 220,000 tested, 7.3% active. Purified ALDH1A1, NADH fluorescence, propionaldehyde substrate. P00352. Potency, µM (titrated, usually from 75.3 µM), for the others: top-dose activity, negative = inhibition, usual class: inhibitors; active = well fitted inhibition curve with a large enough effect, not every such curve was filed as active; inconclusive = small, poorly fitted or top-dose-only effect, or another doubt; inactive = no such curve, though single readings can be large or run the other way;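 note: plate controls were no enzyme wells and a reference inhibitor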
Target sequence (P00352 whole entry, looked up): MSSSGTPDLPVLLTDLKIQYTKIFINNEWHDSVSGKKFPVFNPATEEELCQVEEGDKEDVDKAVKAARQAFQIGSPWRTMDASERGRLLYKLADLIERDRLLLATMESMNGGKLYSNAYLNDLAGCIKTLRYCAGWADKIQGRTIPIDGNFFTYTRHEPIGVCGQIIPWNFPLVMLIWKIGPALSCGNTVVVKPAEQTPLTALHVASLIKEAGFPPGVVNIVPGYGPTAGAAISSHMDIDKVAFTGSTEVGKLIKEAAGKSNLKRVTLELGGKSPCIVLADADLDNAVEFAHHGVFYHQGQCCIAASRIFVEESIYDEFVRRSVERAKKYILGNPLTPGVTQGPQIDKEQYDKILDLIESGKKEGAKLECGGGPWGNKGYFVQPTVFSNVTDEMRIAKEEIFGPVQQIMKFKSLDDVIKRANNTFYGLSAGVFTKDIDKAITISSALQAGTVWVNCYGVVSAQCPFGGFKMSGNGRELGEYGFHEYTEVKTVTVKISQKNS
aGal spleen mod = inhibits or activates alpha-galactosidase in human spleen homogenate | P06280 | human spleen homogenate, 4MU-alpha-Gal fluorescence, 40 min | Potency, µM (highest dose often 80 µM), inactives show at the top dose activity change, negative = inhibition, usual class: inhibitors | 240,000 tested, 0.008% active | AID 2107;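 note: 0% = enzyme with vehicle and -100% = no enzyme basal signal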
Target sequence (P06280 32-429 limits assumed): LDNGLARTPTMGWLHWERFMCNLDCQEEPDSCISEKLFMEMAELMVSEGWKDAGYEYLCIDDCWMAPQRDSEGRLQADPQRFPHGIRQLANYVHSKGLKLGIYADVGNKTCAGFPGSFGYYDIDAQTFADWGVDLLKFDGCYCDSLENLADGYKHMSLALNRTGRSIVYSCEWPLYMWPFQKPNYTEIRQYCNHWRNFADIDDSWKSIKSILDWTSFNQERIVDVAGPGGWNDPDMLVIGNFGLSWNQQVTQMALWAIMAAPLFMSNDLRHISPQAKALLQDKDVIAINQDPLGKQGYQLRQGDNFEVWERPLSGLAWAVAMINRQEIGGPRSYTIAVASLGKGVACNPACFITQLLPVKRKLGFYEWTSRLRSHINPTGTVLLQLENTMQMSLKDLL
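Inhibition or activation of alpha-galactosidase in human spleen homogenate is scored by 4-MU fluorescence after 40 min at 37C, pH 5.0, with 1 mM substrate. AC50s come from concentration-response fitted to the Hill equation.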
GAA spleen mod = inhibits or activates alpha-glucosidase in human spleen homogenate | Potency, µM (titrated, usually from 79.9 µM), for the others: at the highest dose activity change, negative = inhibition, hits mostly inhibitors | human spleen homogenate, 4-MU-alpha-glucoside fluorescence | P10253 | 240,000 tested, 0.006% active;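 note: 0% = enzyme with vehicle and -100% = no enzyme basal signal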
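Human spleen homogenate (1 ug) with 4-methylumbelliferyl-alpha-D-glucopyranoside (1 mM final) in 50 mM citrate/phosphate pH 5.0, 0.01% Tween-20; 40 min at 37 C. Stopped at pH 10; 4-MU fluorescence Ex 365/Em 440 nm; AC50 by Hill fit.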
Starred values were filed as active, the others as inactive; [ ] = another dose, or the depositor's remark. Unless noted, calls come from the whole dose curve; as a rule, active = well fitted curve in the direction sought with a large enough effect; inconclusive = small, poorly fitted or top-dose-only effect, or another doubt; inactive = no such curve, though single readings can be large; an effect the other way counts as inactive or inconclusive. Potency is the fitted concentration of half-maximal effect. A portion of the library. The share of hits here may be higher or lower than overall.

Start of the data: the first 3 entries, to show the layout:
`COc1ccc(C(=O)N2CCC[C@@]3(CCN(Cc4nccs4)C3)C2)cc1` gave ALDH1A1 block 8.9µM*, aGal spleen mod 6% and GAA spleen mod 5%.
For COc1ccccc1CCn1c(=O)c(-c2cccc(Cl)c2)nc2cncnc21 the results were ALDH1A1 block 2%, aGal spleen mod 7% and GAA spleen mod -5%.
For O=c1c(-c2ccc(F)cc2)nc2cnc(Nc3ccccc3)nc2n1C[C@H]1CCCO1 the results were ALDH1A1 block 25%, aGal spleen mod -3% and GAA spleen mod 7%.

The whole of this part, repeating the preview:
`COc1ccc(C(=O)N2CCC[C@@]3(CCN(Cc4nccs4)C3)C2)cc1` gave ALDH1A1 block 8.9µM*, aGal spleen mod 6% and GAA spleen mod 5%.
For COc1ccccc1CCn1c(=O)c(-c2cccc(Cl)c2)nc2cncnc21 the results were ALDH1A1 block 2%, aGal spleen mod 7% and GAA spleen mod -5%.
For O=c1c(-c2ccc(F)cc2)nc2cnc(Nc3ccccc3)nc2n1C[C@H]1CCCO1 the results were ALDH1A1 block 25%, aGal spleen mod -3% and GAA spleen mod 7%.
For c1ccc2c(NCCN3CCOCC3)nc(-c3ccoc3)nc2c1 the results were ALDH1A1 block 3%, aGal spleen mod 4% and GAA spleen mod -9%.
For COc1ccccc1CN1CC2(CCN(S(=O)(=O)c3ccccc3)CC2)C1 the results were ALDH1A1 block -4%, aGal spleen mod -20% and GAA spleen mod 0%.
COCC(=O)N1CCC2(CCN(Cc3ccncc3)CC2)CC1 was read as ALDH1A1 block inconclusive, aGal spleen mod -2% and GAA spleen mod 3%.
Screening Cn1c(=O)c(-c2ccccc2)nc2cnc(N3CCOCC3)nc21 returned ALDH1A1 block inconclusive, aGal spleen mod inconclusive and GAA spleen mod 10%.
For COCCn1c(=O)c(-c2cn(C)c3ccccc23)nc2cnc(Oc3ccccc3)nc21 the results were ALDH1A1 block inconclusive, aGal spleen mod -9% and GAA spleen mod -8%.
Screening Nc1ccc(-c2ccc(N)c(O)c2)cc1O returned ALDH1A1 block -13%, aGal spleen mod 10% and GAA spleen mod -2%.
Screening COCCn1c(=O)c(-c2cc(F)cc(F)c2)nc2cnc(N3CCN(C)CC3)nc21 returned ALDH1A1 block inconclusive, aGal spleen mod inconclusive and GAA spleen mod -4%.
`COc1ncc2ncc(=O)n(C)c2n1` gave ALDH1A1 block -8%, aGal spleen mod 4% and GAA spleen mod 3%.
COc1cccc(Cn2c(=O)c(-c3cccs3)nc3cnc(N4CCNCC4)nc32)c1 was read as ALDH1A1 block inconclusive, aGal spleen mod 2% and GAA spleen mod 6%.
Screening Cc1noc(C)c1C(=O)N1CCC2(CCN(Cc3ccncc3)CC2)CC1 returned ALDH1A1 block -14%, aGal spleen mod 8% and GAA spleen mod 5%.
For COc1ccccc1CNc1ncncc1-c1ccc(C(=O)N(C)C)cc1 the results were ALDH1A1 block -9%, aGal spleen mod 4% and GAA spleen mod -3%.
For Cc1cnc(CNc2ncncc2-c2cccc(C#N)c2)cn1 the results were ALDH1A1 block inconclusive, aGal spleen mod -3% and GAA spleen mod -1%.
CN1CCN(c2ncc3nc(-c4cccs4)c(=O)n(CCc4ccccc4)c3n2)CC1 was read as ALDH1A1 block inconclusive, aGal spleen mod 29% and GAA spleen mod -1%.
CCNc1ncc2nc(-c3ccc(Cl)cc3)c(=O)n(-c3ccc(OC)cc3)c2n1 was read as ALDH1A1 block inconclusive, aGal spleen mod inconclusive and GAA spleen mod -4%.
Screening C=C(C)OC(C)=O returned ALDH1A1 block -7%, aGal spleen mod -9% and GAA spleen mod -4%.
Screening CN(C)c1ncc2nc(-c3cccc(C#N)c3)c(=O)n(CCC#N)c2n1 returned ALDH1A1 block inconclusive, aGal spleen mod 17% and GAA spleen mod -1%.
Screening COc1ccc(Oc2ncc3nc(-c4ccc(OC)cc4)c(=O)n(C4CC4)c3n2)cc1 returned ALDH1A1 block inconclusive, aGal spleen mod -10% and GAA spleen mod -13%.
For COc1ccc(C(=O)N2CCC3(CC2)CCN(C(c2ccccc2)c2ccccc2)CC3)cc1 the results were ALDH1A1 block -4%, aGal spleen mod 1% and GAA spleen mod -11%.
Screening O=C(Cl)c1cccc([N+](=O)[O-])c1 returned ALDH1A1 block 11µM*, aGal spleen mod 5% and GAA spleen mod 12%.
`CNc1ccnc(-c2ccccc2OC)n1` gave ALDH1A1 block inconclusive, aGal spleen mod -1% and GAA spleen mod 7%.
Screening CCNc1ncc2nc(-c3ccc(OC)cc3)c(=O)n(Cc3cccs3)c2n1 returned ALDH1A1 block inconclusive, aGal spleen mod 25% and GAA spleen mod 7%.
Screening Cn1cccc1C(=O)N1CCC2(CC1)CCN(c1ccc(-c3ccccc3)cc1)CC2 returned ALDH1A1 block 10%, aGal spleen mod 3% and GAA spleen mod -1%.
Screening N#Cc1cccc(NC(=O)N2CCCC3(CCN(C(=O)c4csnn4)CC3)C2)c1 returned ALDH1A1 block -1%, aGal spleen mod -5% and GAA spleen mod 8%.
For CC(=O)N1CCC2(CC1)CN(Cc1cc(C(F)(F)F)cc(C(F)(F)F)c1)C2 the results were ALDH1A1 block -1%, aGal spleen mod -8% and GAA spleen mod 7%.
For O=c1c(-c2ccc(F)c(F)c2)nc2cncnc2n1Cc1ccccc1 the results were ALDH1A1 block -2%, aGal spleen mod -20% and GAA spleen mod -10%.
Screening O=c1cnc2cnc(N3CCNCC3)nc2n1C1CC1 returned ALDH1A1 block inconclusive, aGal spleen mod -2% and GAA spleen mod -11%.
Screening COc1ccc(NC(=O)N2CC3(CCN(C(=O)c4c(C)noc4C)CC3)C2)cc1 returned ALDH1A1 block inconclusive, aGal spleen mod 11% and GAA spleen mod -1%.
`COCCNc1cc(-c2c(C)noc2C)ncn1` gave ALDH1A1 block -4%, aGal spleen mod 4% and GAA spleen mod 6%.
For Cc1cnc(CNc2ncncc2-c2c(C)noc2C)cn1 the results were ALDH1A1 block -3%, aGal spleen mod 2% and GAA spleen mod -1%.
C=CC1CO1 (centres undefined) was read as ALDH1A1 block 14%, aGal spleen mod -1% and GAA spleen mod 4%.
CN(Cc1ccco1)c1ncncc1-c1cccc(NS(C)(=O)=O)c1 was read as ALDH1A1 block inconclusive, aGal spleen mod -9% and GAA spleen mod -7%.
For O=C(c1ccco1)N1CCC[C@@]2(CCN(c3ccccn3)C2)C1 the results were ALDH1A1 block inconclusive, aGal spleen mod 4% and GAA spleen mod -9%.
`COc1ccccc1-c1cncnc1Nc1ccccc1` gave ALDH1A1 block 3%, aGal spleen mod -2% and GAA spleen mod 4%.
For CN1CCN(c2ncc3ncc(=O)n(Cc4cccs4)c3n2)CC1 the results were ALDH1A1 block inconclusive, aGal spleen mod -2% and GAA spleen mod -4%.
O=S(=O)(c1ccccc1)N1CCC2(CCN(c3cccc(-c4ccccc4)c3)CC2)CC1 was read as ALDH1A1 block inconclusive, aGal spleen mod -5% and GAA spleen mod 2%.
For COCCn1c(=O)c(-c2cccs2)nc2cnc(Oc3cccc(Cl)c3)nc21 the results were ALDH1A1 block inconclusive, aGal spleen mod 11% and GAA spleen mod 12%.
Screening COc1cccc(-c2cncnc2Nc2ccc(F)cc2)c1 returned ALDH1A1 block -12%, aGal spleen mod -9% and GAA spleen mod -1%.
Screening COc1ccc(-n2c(=O)c(-c3cccs3)nc3cnc(Oc4ccccc4)nc32)cc1 returned ALDH1A1 block 70%[activator], aGal spleen mod -3% and GAA spleen mod 1%.
Screening CCCCC(CC)COC(=O)CCCCC(=O)OCC(CC)CCCC (centres undefined) returned ALDH1A1 block -5%, aGal spleen mod 8% and GAA spleen mod -3%.
For CCOc1ccc(NC(C)=O)cc1N the results were ALDH1A1 block 13%, aGal spleen mod 0% and GAA spleen mod 1%.
For Cc1noc(C)c1C(=O)N1CCC2(CCCN(c3ccccc3)C2)CC1 the results were ALDH1A1 block -6%, aGal spleen mod -7% and GAA spleen mod 0%.
COCC(=O)N1CCC2(CC1)CCN(C(=O)NC(C)C)CC2 was read as ALDH1A1 block inconclusive, aGal spleen mod 3% and GAA spleen mod 1%.
For CN(C)c1ccc(-c2cncnc2Nc2ccc(F)cc2)cc1 the results were ALDH1A1 block inconclusive, aGal spleen mod -9% and GAA spleen mod 3%.
`c1cn(-c2ncnc3ccc(-c4ccoc4)cc23)cn1` gave ALDH1A1 block inconclusive, aGal spleen mod -7% and GAA spleen mod 5%.
`O=c1c(-c2ccc(F)cc2)nc2cnc(N3CCOCC3)nc2n1CCc1ccccc1` gave ALDH1A1 block inconclusive, aGal spleen mod inconclusive and GAA spleen mod -2%.
For COc1ccccc1-c1ccc2ncnc(N3CCNCC3)c2c1 the results were ALDH1A1 block inconclusive, aGal spleen mod 3% and GAA spleen mod -5%.
For O=C(c1cc(C(F)(F)F)cc(C(F)(F)F)c1)N1CCC2(CCCN(Cc3ccncc3)C2)CC1 the results were ALDH1A1 block -2%, aGal spleen mod 6% and GAA spleen mod -7%.
For Cc1noc(C)c1-c1nccc(NCc2cccs2)n1 the results were ALDH1A1 block inconclusive, aGal spleen mod -13% and GAA spleen mod 0%.
COc1ncc2nc(-c3cn(C)c4ccccc34)c(=O)n(C[C@H]3CCCO3)c2n1 was read as ALDH1A1 block inconclusive, aGal spleen mod 3% and GAA spleen mod -2%.
`COCC(=O)N1CCC2(CCCN(c3ccc(-c4ccccc4)cc3)C2)CC1` gave ALDH1A1 block inconclusive, aGal spleen mod 11% and GAA spleen mod -8%.
For CN(C)Cc1ccccc1-c1nc(NCc2cccs2)c2ccccc2n1 the results were ALDH1A1 block 2%, aGal spleen mod 2% and GAA spleen mod -3%.
`COc1ccc(-n2c(=O)c(-c3cccs3)nc3cnc(N4CCOCC4)nc32)cc1` gave ALDH1A1 block inconclusive, aGal spleen mod inconclusive and GAA spleen mod -12%.
Screening O=C(c1cc(C(F)(F)F)cc(C(F)(F)F)c1)N1CCC2(CC1)CN(Cc1ccccc1)C2 returned ALDH1A1 block -5%, aGal spleen mod -3% and GAA spleen mod 2%.
CN(C)C(=O)c1ccc(-c2ccc3ncnc(Nc4ccccc4)c3c2)cc1 was read as ALDH1A1 block inconclusive, aGal spleen mod -1% and GAA spleen mod -9%.
Screening COc1ccc(CNc2ncnc3ccc(-c4ccc(C(=O)N(C)C)cc4)cc23)c(OC)c1 returned ALDH1A1 block inconclusive, aGal spleen mod 0% and GAA spleen mod 7%.
COc1ncc2nc(-c3cn(C)c4ccccc34)c(=O)n(CCc3ccccc3)c2n1 was read as ALDH1A1 block 15%, aGal spleen mod 25% and GAA spleen mod -10%.
For Cc1ccccc1-c1ccc2ncnc(-n3ccnc3)c2c1 the results were ALDH1A1 block inconclusive, aGal spleen mod -3% and GAA spleen mod 1%.

Among those listed so far, three contain a CF3 group:
For CC(=O)N1CCC2(CC1)CN(Cc1cc(C(F)(F)F)cc(C(F)(F)F)c1)C2 the results were ALDH1A1 block -1%, aGal spleen mod -8% and GAA spleen mod 7%.
For O=C(c1cc(C(F)(F)F)cc(C(F)(F)F)c1)N1CCC2(CCCN(Cc3ccncc3)C2)CC1 the results were ALDH1A1 block -2%, aGal spleen mod 6% and GAA spleen mod -7%.
Screening O=C(c1cc(C(F)(F)F)cc(C(F)(F)F)c1)N1CCC2(CC1)CN(Cc1ccccc1)C2 returned ALDH1A1 block -5%, aGal spleen mod -3% and GAA spleen mod 2%.

Further entries.
For COc1ncc2nc(-c3cc(F)cc(F)c3)c(=O)n(C[C@H]3CCCO3)c2n1 the results were ALDH1A1 block -4%, aGal spleen mod -1% and GAA spleen mod 5%.
`O=c1c(-c2ccc(F)cc2)nc2cnc(Nc3ccccc3)nc2n1Cc1cccs1` gave ALDH1A1 block 192%[activator], aGal spleen mod -3% and GAA spleen mod 6%.
For COc1ccc(NC(=O)N2CC[C@@]3(CCCN(C(=O)c4cccn4C)C3)C2)cc1 the results were ALDH1A1 block inconclusive, aGal spleen mod -4% and GAA spleen mod -2%.
COC(=O)N1CCC2(CCCN(c3cccc(-c4ccccc4)c3)C2)CC1 was read as ALDH1A1 block -9%, aGal spleen mod 0% and GAA spleen mod 2%.
COc1ccc(N)c(C)c1 was read as ALDH1A1 block -9%, aGal spleen mod -3% and GAA spleen mod -5%.
`COCCn1c(=O)c(C)nc2cnc(N3CCN(C)CC3)nc21` gave ALDH1A1 block inconclusive, aGal spleen mod 7% and GAA spleen mod -2%.
COCCn1c(=O)c(-c2cccs2)nc2cnc(OCc3ccccc3)nc21 was read as ALDH1A1 block inconclusive, aGal spleen mod -11% and GAA spleen mod 11%.
For COc1cccc(Nc2ncc3nc(-c4cc(F)cc(F)c4)c(=O)n(CCC#N)c3n2)c1 the results were ALDH1A1 block 6%, aGal spleen mod 15% and GAA spleen mod 9%.
For N#CCCn1c(=O)c(-c2cccs2)nc2cnc(OCc3ccccc3)nc21 the results were ALDH1A1 block inconclusive, aGal spleen mod 9% and GAA spleen mod 5%.
Cc1cnc(CNc2ccnc(-c3ccccc3CN(C)C)n2)cn1 was read as ALDH1A1 block inconclusive, aGal spleen mod 15% and GAA spleen mod 11%.
